CHRM1 agonist: agonists of human M1 muscarinic receptor; CHO-K1 hM1, Fluo-8 calcium fluorescence, agonist mode; 0% DMSO, 100% acetylcholine EC100; P11229; activation, % at 3 µM; actives 0.33% (n = 360,000); AID 588814;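 active = activation above the run's mean compound activation plus 3 SD, cut at about 16% in these data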;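 also: peak over basal fluorescence ratio within a 140 s kinetic read after compound addition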
CHO parental Ca: counter-screen: ATP calcium response change in parental CHO cells; parental CHO-K1, ATP-induced calcium, Fluo-8 fluorescence; inhibition, % at 5.6 µM; actives 0.63% (n = 330,000);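 active = inhibition above that plate's mean sample inhibition plus 3 SD, cut at about 26% in these data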;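 also: 0% = ATP-challenged DMSO wells and 100% = DMSO wells without ATP; some compounds past the cut are filed as inactive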
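Assay system: parental CHO cells; Read-out basis: percent inhibition of ATP-evoked calcium rise, normalized to controls; Benchmarks: ATP and no-ATP DMSO wells; Compound dosing: single nominal dose of 5.6 µM per compound; Signal: Fluo-8 calcium dye fluorescence; Also added: ATP as calcium-mobilizing challenge; Repeats: singlicate.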
M1 ag parental: M1 agonist counterscreen hit in parental CHO-K1 cells. Fluo-8 calcium fluorescence; scaled to maximal ATP response, vehicle zero. activation, % at 3 µM. actives 0.48% (n = 360,000). AID 602248; in the data active = activation above about 15%;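 also: untransfected CHO-K1 host cells lacking M1 receptor as counterscreen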
TAAR1 antag: antagonists of human TAAR1; Q96RJ0; CHO RD-HGA16 TAAR1, Fluo-8 calcium fluorescence, antagonist; inhibition, % at 3 µM; actives 1.5% (n = 360,000); AID 624466;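 active = inhibition above a per-plate cutoff, the mean inhibition of test compounds on that plate plus 3 SD, cut at about 49% in these data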;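 also: 0% = DMSO plus EC80 beta-PEA response and 100% = DMSO alone without agonist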
Target sequence (Q96RJ0 whole entry, looked up): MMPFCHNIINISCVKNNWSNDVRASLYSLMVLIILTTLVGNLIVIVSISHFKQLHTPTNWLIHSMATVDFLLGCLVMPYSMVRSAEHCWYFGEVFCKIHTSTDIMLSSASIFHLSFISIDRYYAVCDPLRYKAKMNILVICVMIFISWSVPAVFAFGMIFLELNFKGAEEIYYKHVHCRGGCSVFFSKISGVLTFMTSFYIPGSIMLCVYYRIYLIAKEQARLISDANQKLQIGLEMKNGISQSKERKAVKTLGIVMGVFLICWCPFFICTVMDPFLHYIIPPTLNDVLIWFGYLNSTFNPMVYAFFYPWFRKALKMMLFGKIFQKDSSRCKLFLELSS
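Assay system: RD-HGA16 CHO cells with stable hTAAR1 and Gα16 / Reagent: EC80 β-phenethylamine stimulus / Doses: 3 µM, single point / Timing: dye loading 75 min at 37 °C, then 30 min room temperature / Measured by: Fluo-8 intracellular calcium dye fluorescence, real-time kinetic reads / Controls: vehicle wells and EC80 agonist wells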
V1R ag counter: activates human V1a receptor in oxytocin agonist counter-screen; P37288; CHO-V1R cells, Fluo-8 calcium fluorescence, agonist mode; 0% DMSO, 100% 3 nM vasopressin; activation, % at 3 µM; actives 0.25% (n = 320,000); AID 2797;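 active = activation above the mean activation of all tested compounds plus 3 SD, per screening run, cut at about 20% in these data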;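 also: signal is peak over basal fluorescence ratio across a 100 second FLIPR read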
M1 PAM parental: nonselective activator or artifact in parental CHO-K1 calcium assay; ATP EC20, Fluo-8 calcium fluorescence; 0% at ATP EC20, 100% at ATP max; activation, % at 3 µM; actives 0.02% (n = 360,000); AID 602247;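 active = activation above the run cutoff, the mean activation of all test compounds plus 3 SD, cut at about 40% in these data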;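 also: peak over basal fluorescence ratio in a 140 s read after ATP addition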
CHO-K1 Ca antag: nonselective inhibitor or artifact in parental CHO-K1 cells; ATP-induced calcium, Fluo-8 fluorescence; inhibition, % at 3 µM; actives 0.6% (n = 360,000);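 active = inhibition above a per-plate cutoff, the plate's mean sample inhibition plus 3 SD, cut at about 24% in these data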;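 also: 0% = DMSO plus EC80 ATP and 100% = DMSO alone without ATP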
OXTR potentiator: potentiators of human oxytocin receptor; AID 2445; activation, % at 3 µM; P30559; actives 0.061% (n = 320,000); CHO-OTR cells, Fluo-8 calcium fluorescence, potentiator mode; 0% = oxytocin EC15, 100% = EC100;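 active = activation above that plate's cutoff, the mean activation of tested compounds plus 3 SD, cut at about 6.6% in these data, passing the limit was not always enough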;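 also: 100% uses oxytocin at 75 nM as the full agonist control; some results filed as inactive read as strong as hits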
Target sequence (P30559 whole entry, looked up): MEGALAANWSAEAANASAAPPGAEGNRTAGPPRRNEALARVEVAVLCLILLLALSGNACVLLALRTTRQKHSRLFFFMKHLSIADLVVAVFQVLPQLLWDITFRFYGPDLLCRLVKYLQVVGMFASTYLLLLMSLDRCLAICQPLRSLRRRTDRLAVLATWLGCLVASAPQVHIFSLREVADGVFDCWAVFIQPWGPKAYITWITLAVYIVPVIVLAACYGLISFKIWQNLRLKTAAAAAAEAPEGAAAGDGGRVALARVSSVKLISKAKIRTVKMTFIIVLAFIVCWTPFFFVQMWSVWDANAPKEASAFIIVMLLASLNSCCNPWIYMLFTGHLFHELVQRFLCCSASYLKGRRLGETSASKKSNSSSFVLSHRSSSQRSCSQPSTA
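Assay system: CHO cell line stably expressing human OTR | Also added: Oxytocin at about EC15, sub-maximal agonist stimulus | Times: Compound 6 min at room temperature before oxytocin, 100 s read | Measured by: Fluo-8 intracellular calcium fluorescence, ex 470-495, em 515-575 nm | Controls: EC15 oxytocin alone as 0%, 75 nM oxytocin as 100%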
TAAR1 ag: human TAAR1 agonism. Q96RJ0. CHO RD-HGA16 TAAR1, Fluo-8 calcium fluorescence; vehicle wells 0%, saturating PEA agonist 100%. activation, % at 3 µM. actives 0.99% (n = 360,000). AID 624467;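 active = activation above the mean activation of all test compounds in the run plus 3 SD, cut at about 38% in these data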
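Test system: RD-HGA16 (CHO) cells co-expressing Gα16 and hTAAR1 / Benchmarks: DMSO vehicle as 0%, PEA at EC100 as 100% / Repeats: no replicates (n 1) / Measure: % activation from peak over basal fluorescence ratio, DMSO-to-PEA scaled / Timing: 17-24 h plating, Fluo-8 75 min 37 °C, 30 min RT / Technique: kinetic Fluo-8 calcium fluorescence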
An asterisk follows results filed as active; . = no result given.

The opening 5 records, to show the layout:
1	CCOc1ccc(Br)cc1-c1noc(-c2cccs2)n1
2	Cc1nn(CC(=O)Nc2cc(S(=O)(=O)N3CCOCC3)ccc2Cl)c(C)c1[N+](=O)[O-]
3	O=C(Cn1cccc1)NC1CCCCCC1
4	Cc1cccc(C)c1NC(=O)CN1CCN(CC(=O)c2cc(C)n(C3CC3)c2C)CC1
5	CCCn1cnc2c(=S)nc(N)[nH]c21
Compound,1,2,3,4,5
CHRM1 agonist,-2,-7,-4,-4,-1
CHO parental Ca,-32,-9,-6,-10,-2
M1 ag parental,-0.1,0.1,0.3,3.0,0.5
TAAR1 antag,-10,-12,24,-6,-7
V1R ag counter,-0.7,1.3,0.2,1.3,0.8
M1 PAM parental,5,12,26,6,-1
CHO-K1 Ca antag,-4,-4,-17,-15,-2
OXTR potentiator,-11,2,2,-7,-1
TAAR1 ag,2,1,0,5,2

Results, from the first entry:
1	CCOc1ccc(Br)cc1-c1noc(-c2cccs2)n1
2	Cc1nn(CC(=O)Nc2cc(S(=O)(=O)N3CCOCC3)ccc2Cl)c(C)c1[N+](=O)[O-]
3	O=C(Cn1cccc1)NC1CCCCCC1
4	Cc1cccc(C)c1NC(=O)CN1CCN(CC(=O)c2cc(C)n(C3CC3)c2C)CC1
5	CCCn1cnc2c(=S)nc(N)[nH]c21
6	COC(=O)c1ccc(NC(=S)NC(=O)c2c(-c3ccccc3)noc2C)cc1
7	Oc1ccc(C[C@H]2CNC(=S)N2C[C@H]2CCCN2C[C@H](Cc2ccccc2)N2C[C@H](Cc3ccccc3)N(CC3CCCCC3)C2=S)cc1
8	NC(=S)Nc1nc2ccccc2[nH]c1=O
Compound,1,2,3,4,5,6,7,8
CHRM1 agonist,-2,-7,-4,-4,-1,-6,.,.
CHO parental Ca,-32,-9,-6,-10,-2,-10,.,-18
M1 ag parental,-0.1,0.1,0.3,3.0,0.5,0.3,0.1,.
TAAR1 antag,-10,-12,24,-6,-7,0,-2,5
V1R ag counter,-0.7,1.3,0.2,1.3,0.8,-0.7,.,-0.8
M1 PAM parental,5,12,26,6,-1,8,-1,.
CHO-K1 Ca antag,-4,-4,-17,-15,-2,4,-14,.
OXTR potentiator,-11,2,2,-7,-1,-11,.,-1
TAAR1 ag,2,1,0,5,2,3,0,0

9	N=c1c(C(=O)NCc2ccc(F)cc2)cc2c(=O)n3ccccc3nc2n1CC1CCCO1 (configuration not stated)
10	CN(CC(=O)Nc1ccc(F)cc1)CC(=O)N1CCCC1
11	O=C(CN1CCN(Cc2ccc3c(c2)OCO3)CC1)c1c[nH]c2ccccc12
12	CC(C)C(=O)Nc1ccc(NC(=O)c2ccco2)cn1
13	COc1ccc(OCCNC(=O)C2(C)CCN2Cc2ccc3ccccc3c2)cc1 (configuration not stated)
14	COc1ccc(Cl)cc1NC(=S)NNC(=O)c1cccs1
15	CC(=O)NCCNC(=O)[C@H](Cc1ccccc1)NC(=O)c1cccs1
16	O=c1[nH]c(=O)n(CCc2ccc(F)cc2)c(O)c1C=NCc1ccc2c(c1)OCO2
Compound,9,10,11,12,13,14,15,16
CHRM1 agonist,-6,-6,-6,-4,-7,3,-3,0
CHO parental Ca,-17,-6,-1,-1,.,4,-9,-11
M1 ag parental,-0.6,-0.2,0.9,0.5,1.8,2.6,0.3,0.2
TAAR1 antag,-1,4,2,-1,42,-13,-2,2
V1R ag counter,-0.4,-0.1,2.7,0.4,.,4.6,-0.9,0.6
M1 PAM parental,-2,8,3,14,-11,-5,11,2
CHO-K1 Ca antag,0,-4,-6,1,6,5,-2,1
OXTR potentiator,-7,-6,-12,-5,.,-7,-1,3
TAAR1 ag,-2,1,38*,4,2,7,9,5

17	COc1cc(O)c2c(=O)c3c(O)c(O)ccc3oc2c1OC
18	Cc1nonc1C(=O)N/N=C/c1ccc(O)cc1O
19	COc1ccc2nc(-n3c(C)ccc3C)sc2c1
20	Cc1nnnn1CC(=O)Nc1ccccc1[N+](=O)[O-]
21	COCCCNC(=O)/C=C/c1ccc(Cl)cc1Cl
22	CN1/C(=C\C(=O)c2cccc(S(=O)(=O)N3CCCCC3)c2)C(C)(C)c2ccccc21
23	O=C(Cc1ccccc1F)NNC(=O)c1cccs1
24	CCOC(=O)c1sc(Nc2ccc(OCC)cc2)nc1C
Compound,17,18,19,20,21,22,23,24
CHRM1 agonist,-7,-5,-9,-6,-2,-8,-1,-3
CHO parental Ca,.,-11,-12,-1,7,-8,-4,-28
M1 ag parental,-0.3,0.4,-0.1,0.7,0.1,0.8,0.1,-0.4
TAAR1 antag,.,-10,4,-3,16,14,-24,16
V1R ag counter,.,-0.1,-0.3,-0.9,-0.6,0.2,-0.1,-1.1
M1 PAM parental,3,12,10,17,8,1,-20,-3
CHO-K1 Ca antag,-9,-13,-18,-10,-5,9,2,-1
OXTR potentiator,.,-9,3,0,-7,-7,-3,-17
TAAR1 ag,.,6,-1,1,10,4,3,11

25	Cc1ccc(C(=O)NCc2cccnc2)cc1S(=O)(=O)N1CCCCCC1
26	COc1ccc(S(=O)(=O)N2CCN(CC(=O)Nc3cc(C(F)(F)F)ccc3Cl)CC2)cc1
27	S=c1[nH]nc(COc2ccccc2)n1/N=C/c1ccccc1Cl
28	Nc1nc(N)c2cc(S(=O)(=O)c3ccc4ccccc4c3)ccc2n1
29	O=C(Nc1ccc2c(c1)S(=O)(=O)N=C1CCCCCN12)c1ccccc1Cl
30	Cc1cc(C)c(C)c(S(=O)(=O)Nc2ccc(OCC(=O)O)cc2)c1C
31	CN(C)CCCN1C(=O)c2cccc3c([N+](=O)[O-])ccc(c23)C1=O
32	COc1ccc(OCc2cc(C(=O)N3CCCC(CO)C3)no2)c2ccccc12 (configuration not stated)
Compound,25,26,27,28,29,30,31,32
CHRM1 agonist,-5,-4,-3,3,-12,3,-9,-4
CHO parental Ca,-25,-2,-22,.,-14,-10,18,-16
M1 ag parental,1.3,0.8,-0.6,10,0.5,-0.7,0.2,1.5
TAAR1 antag,-20,.,-7,-3,-21,-9,-3,8
V1R ag counter,1.5,-0.3,0.2,.,0.1,1.9,0.2,0.9
M1 PAM parental,3,11,2,-2,-6,7,-3,-2
CHO-K1 Ca antag,-9,-7,-21,9,-3,-9,13,-2
OXTR potentiator,-5,0,-15,.,-11,-8,-2,-2
TAAR1 ag,4,.,-4,15,2,2,2,3

33	COCCN(C(=O)COC(=O)CSc1cc(C)ccc1C)c1c(N)n(Cc2ccccc2)c(=O)[nH]c1=O
34	Cc1ccc(-n2c(SCC(=O)Nc3ccc4c(c3)OCO4)nnc2-c2ccccn2)cc1
35	O=C(CCCCCN1C(=O)CCC1=O)NCc1ccccc1
36	CCOCCCNC(=O)c1cc(Sc2ccc(F)cc2)nc2ccccc12
37	Nc1ccc(S(=O)(=O)Nc2cnc3c(Cl)cccc3n2)cc1
38	COc1cccc(CNC(=S)Nc2ccc3c(c2)c(=O)n(C)n3C)c1
39	O=C(Cc1coc(-c2ccc(F)cc2)n1)N1CCOCC1
40	Cc1cc(C)n(-c2nnc3n2N=C(c2c[nH]c4ccccc24)CS3)n1
Compound,33,34,35,36,37,38,39,40
CHRM1 agonist,-6,-3,-4,-8,-1,-2,-2,-3
CHO parental Ca,.,-19,-10,-17,.,.,0,-2
M1 ag parental,-0.4,0.2,1.1,5.2,0.6,-0.1,0.1,0.7
TAAR1 antag,-8,-17,-3,3,-19,-8,-5,4
V1R ag counter,.,0.1,0.6,3.9,.,.,1.0,2.4
M1 PAM parental,11,12,17,18,10,13,5,-5
CHO-K1 Ca antag,-7,-18,-8,-9,-6,-6,-10,-1
OXTR potentiator,.,-4,-4,-6,.,.,-8,-8
TAAR1 ag,0,4,12,5,4,0,-4,12

41	N#Cc1ccc(COC(=O)c2cnc(Cl)c(Cl)c2)cc1
42	COc1ccccc1CC(=O)Nc1ccc([N+](=O)[O-])cc1O
43	CCc1nnc(SCC(=O)Nc2ccccc2)n1CC1CCCO1 (configuration not stated)
44	COc1cccc(C2C3=C(N=C4SCC(=O)N42)c2ccccc2CC3)c1OC (configuration not stated)
45	c1ccc(-c2nnc(NC3=NCCC3)o2)cc1
46	C=CCOc1c(Cl)cc(CNc2ccc3[nH]c(=O)[nH]c3c2)cc1OC
47	CCCCS(=O)(=O)N1CCN(S(=O)(=O)c2cccs2)CC1
48	CC1(C)Cc2ccccc2-c2nnc(SCC(=O)Nc3ccc4c(c3)OCO4)n21
Compound,41,42,43,44,45,46,47,48
CHRM1 agonist,-5,-5,-3,-3,3,-4,-3,-2
CHO parental Ca,-9,1,.,-18,-1,-1,-8,-11
M1 ag parental,0.7,11,1.0,0.2,0.4,-0.3,1.8,3.2
TAAR1 antag,-19,8,-18,4,-22,-12,-11,38
V1R ag counter,2.3,10,.,-0.5,0.5,-0.3,-0.1,0.6
M1 PAM parental,-2,17,2,9,5,-4,24,-5
CHO-K1 Ca antag,-11,2,2,-12,5,0,-4,15
OXTR potentiator,-7,-16,.,-3,-4,-3,2,-4
TAAR1 ag,-6,14,3,2,11,4,1,10

49	CCc1nnc(NC(=O)C(C)N2C(=O)C3C4C=CC(C4)C3C2=O)s1 (configuration not stated)
50	COc1ccc(CN(C)C(=O)c2ccc(NC(=O)CC3SC(N4CCCC4)=NC3=O)cc2)c(OC)c1OC (configuration not stated)
51	COc1cc(-c2noc(CCCC(=O)NC3CCCCC3)n2)cc(OC)c1OC
52	CN(CC(=O)NCc1ccncc1)S(=O)(=O)c1ccc(Br)cc1
53	CN(Cc1ccccn1)Cc1nc(COc2ccccc2)no1
54	CN1C(=O)C2(OCCCO2)c2ccccc21
Compound,49,50,51,52,53,54
CHRM1 agonist,-3,-4,-5,-5,-6,-4
CHO parental Ca,-13,0,-22,9,-8,-1
M1 ag parental,0.3,1.2,0.0,2.3,2.9,0.3
TAAR1 antag,-8,-17,3,4,-30,2
V1R ag counter,0.4,-0.2,-0.6,2.7,0.0,0.1
M1 PAM parental,14,12,21,21,27,19
CHO-K1 Ca antag,-1,-5,-5,-9,-12,-9
OXTR potentiator,-13,-1,4,2,-1,-2
TAAR1 ag,4,1,5,-1,2,2

Single values from above.
entry 53 – V1R ag counter: 0.0
entry 50 – OXTR potentiator: -1
entry 52 – TAAR1 ag: -1
entry 49 – M1 PAM parental: 14
entry 51 – M1 PAM parental: 21
entry 54 – CHO-K1 Ca antag: -9
